# From PubChem BioAssay
# FUS yeast rescue: suppressors of FUS proteinopathy in yeast; hit rate 0.24% among 390,000; Potency, µM (highest dose often 76.6 µM), inactives show at the top dose growth rescue (activation), usual class: activators; S. cerevisiae FUS-expressing, growth rescue, OD600, 24 h;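 also: potency is read from the fitted curve at half-maximal effect; plate controls were DMSO vehicle for no effect and reference control for full effect; nearly all actives have a fitted effect of over 55% in size; some results filed as inactive show a strong effect at the top dose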
#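 Absorbance at 600 nm, taken 24hr after compound addition, measured rescue of FUS-yeast growth at 30C. Induction used 2% galactose with seeding at OD 0.005. Controls: CP55940 from 92uM final, DMSO only.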
# aSyn yeast inh: rescues yeast growth from alpha-synuclein toxicity; Yeast expressing alpha-synuclein, growth rescue, BacTiter-Glo, 24 h; Potency, µM (doses to about 46.1 µM), for inactives: at the top dose growth rescue (activation), hits mostly activators; hit rate 0.14% among 370,000; also: potency is read from the fitted curve at half-maximal effect; % of control where 0% means no effect; nearly all actives have a fitted effect of over 65% in size
#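 Galactose-induced alpha-syn yeast (OD600=0.02, raffinose-pregrown) + pinned cpd, 24 hr, 30 deg C; growth by BacTiter-Glo luminescence. Growth restoration scores as activation.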
# TDP-43 yeast inh: rescues yeast growth from TDP-43 toxicity. Potency, µM (series often up to 46.1 µM), inactives show at the highest dose growth rescue (activation), actives largely listed as activators. TDP-43 expressing yeast growth rescue, BacTiter-Glo, 24 h. hit rate 1.8% among 410,000. AID 652104; also: potency is read from the fitted curve at half-maximal effect; % of control where 0% means no effect; nearly all actives have a fitted effect of over 50% in size
#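 Readout is BacTiter-Glo luminescence of cell growth, so inhibitors register as activators. TDP-43-expressing yeast at OD600=0.02 in galactose medium, after raffinose pregrowth to mid-log, were incubated with compound for 24 hr at 30 deg C.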
# Abeta rescue: compounds reversing amyloid beta toxicity in yeast; hit rate 0.063% among 410,000; Potency, µM (doses to about 46.1 µM), inactives show top-dose growth rescue, usual class: activators; yeast expressing A-beta42, growth rescue, OD600, 48 h; response scale: 0% DMSO, 100% iron-clioquinol control; AID 1347071; also: potency is read from the fitted curve at half-maximal effect; nearly all actives have a fitted effect of over 55% in size
#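 Yeast growth medium received pinned compounds, then yeast cells expressing toxic A-beta were added; plates incubated at 30 C for 48 hr. Growth read as absorbance at 600 nm, normalized to DMSO and equimolar FeCl3 plus clioquinol controls.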
# GLP-1R inv ag: acts as inverse agonist at human GLP-1 receptor; P43220; HEK293 GLP-1R CRE-luciferase, luminescence, 24 h; GLP-1R form is constitutively active; Potency, µM (top dose mostly 38.3 µM), for the others: top-dose activity change, negative = inhibition, hits mostly inhibitors; hit rate 1.6% among 410,000; also: potency is read from the fitted curve at half-maximal effect; % is scaled to controls: 0 for no effect and ±100 for the full control effect; nearly all actives have a fitted effect of over 55% in size
# Target sequence (P43220 whole entry, looked up): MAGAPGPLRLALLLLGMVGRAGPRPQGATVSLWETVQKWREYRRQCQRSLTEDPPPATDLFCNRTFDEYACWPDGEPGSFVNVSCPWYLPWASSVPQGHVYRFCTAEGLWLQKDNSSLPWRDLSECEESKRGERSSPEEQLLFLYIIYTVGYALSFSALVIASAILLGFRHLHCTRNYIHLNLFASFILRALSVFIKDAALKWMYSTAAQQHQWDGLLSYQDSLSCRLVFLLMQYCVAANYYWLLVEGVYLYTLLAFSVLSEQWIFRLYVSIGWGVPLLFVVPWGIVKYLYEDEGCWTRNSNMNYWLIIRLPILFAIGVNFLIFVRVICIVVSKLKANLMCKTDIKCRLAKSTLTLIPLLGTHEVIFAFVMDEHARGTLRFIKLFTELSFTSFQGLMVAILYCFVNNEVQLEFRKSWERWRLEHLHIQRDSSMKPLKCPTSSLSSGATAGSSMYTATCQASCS
#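 Inverse agonism was detected as reduced cAMP-driven luciferase luminescence after 24 h compound treatment. The cells were HEK293 clones expressing constitutively active human GLP-1R with the reporter. Reporter-only and GPR119 cell lines served as counterscreen controls.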
# MmCpn inh: blocks the Methanococcus maripaludis chaperonin Mm-Cpn; purified Mm-Cpn ATPase, ADP Transcreener TR-FRET; hit rate 0.031% among 330,000; Potency, µM (titrated, usually from 76.9 µM), for the others: top-dose activity, negative = inhibition, hits mostly inhibitors; also: potency is read from the fitted curve at half-maximal effect; % is scaled to controls: 0 for no effect and ±100 for the full control effect; nearly all actives have a fitted effect of over 80% in size
#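 Quantitative HTS used 25 nM Mm-CPN and 10 uM ATP in magnesium/KCl Tris buffer, pH 7.4, with 1 mM DTT. Hydrolysis ran 30 min at 37°C; ADP was read by HTRF.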
# PTHR1 agonist: PTHR1 (human) receptor agonism; HEK293 GP2 PTHR1 cells, GloSensor cAMP luminescence, 1 h; Potency, µM (highest dose often 115 µM), inactives show at the highest dose activation, usual class: activators; hit rate 0.075% among 410,000; Q03431; also: potency is read from the fitted curve at half-maximal effect; nearly all actives have a fitted effect of over 55% in size; some results filed as inactive show a strong effect at the top dose; inactives centre near -15; many of its hits are not listed in these tables
# Target sequence (Q03431 whole entry, looked up): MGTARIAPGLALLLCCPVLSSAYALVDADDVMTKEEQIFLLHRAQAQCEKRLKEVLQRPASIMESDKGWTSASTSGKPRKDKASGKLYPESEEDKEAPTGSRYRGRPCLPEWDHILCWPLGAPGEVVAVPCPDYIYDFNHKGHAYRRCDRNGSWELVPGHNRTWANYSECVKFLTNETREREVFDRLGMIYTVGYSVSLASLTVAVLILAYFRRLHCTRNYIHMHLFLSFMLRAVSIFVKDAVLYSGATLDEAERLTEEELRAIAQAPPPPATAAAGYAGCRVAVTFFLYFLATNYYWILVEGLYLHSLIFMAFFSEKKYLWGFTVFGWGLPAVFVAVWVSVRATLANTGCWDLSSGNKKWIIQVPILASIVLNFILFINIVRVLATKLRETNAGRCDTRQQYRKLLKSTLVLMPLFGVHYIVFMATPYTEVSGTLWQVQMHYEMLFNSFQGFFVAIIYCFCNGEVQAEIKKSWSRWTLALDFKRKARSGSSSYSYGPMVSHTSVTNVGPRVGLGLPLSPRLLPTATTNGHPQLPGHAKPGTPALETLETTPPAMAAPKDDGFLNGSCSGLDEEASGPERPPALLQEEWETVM
#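 HEK-293-derived GP2 cells expressing PTHR1 and a GloSensor cAMP reporter, 3,000/well, plated overnight, given luciferin plus IBMX (each 0.5 mM as added) for 1 h at 37 °C, then compound for 1 h at 37 °C. Luminescence was read after 15 min at room temperature.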
# pAkt inh: Akt phosphorylation inhibition; Neuro2A IGF-stimulated pAkt S473 HTRF, 20 min; stronger effect = lower value; activity change, % for hits at 50 µM; hit rate 0.32% among 360,000; in the data active = activity change below about -80%; inconclusive = mostly about -51% to -80%; also: % is scaled to controls: 0 for no effect and ±100 for the full control effect
#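 Single-point screen (50 µM final compound) in Neuro2A cells stimulated 20 min with 6 nM IGF at 37 deg C. After lysis, Ser473-phosphorylated Akt read by HTRF (ex 330 nm, em 615/665 nm) as the 665/615 ratio.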
# HEK293 tox: cytotoxicity counter-screen for GLP-1 receptor inverse agonists; HEK293 cAMP-luciferase reporter cells, luminescence, 24 h; hit rate 0.13% among 410,000; Potency, µM (series often up to 38.3 µM), for inactives: at the highest dose activity change, negative = inhibition, hits mostly inhibitors;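 also: loss of luciferase light is scored as toxicity; potency is read from the fitted curve at half-maximal effect; % is scaled to controls: 0 for no effect and ±100 for the full control effect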
#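 MLSMR compounds, 24 hr on cells at 37 deg C/5% CO2; luminescence after luciferase reagent (12 min RT). Inhibition counted as the undesired cytotoxic outcome.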
# The depositor's hits bear a star; i = inactive; ? = inconclusive; / = no result given; [ ] = dose if it differs, or a comment. Unless noted, calls follow the shape of the dose curve; as a rule, active = well fitted curve in the direction sought with a large enough effect; inconclusive = small, poorly fitted or top-dose-only effect, or another doubt; inactive = no such curve, though single readings can be large; an effect the other way counts as inactive or inconclusive.
no.	Structure	FUS yeast rescue	aSyn yeast inh	TDP-43 yeast inh	Abeta rescue	GLP-1R inv ag
1	COc1c2c(c(OC)c3c1c(=O)c1ccccc1n3C)OCO2	/	-2%	19%	0%	19%
2	COC(=O)CNC(c1ccccc1)c1cc(Br)ccc1NC(=O)c1cc(OC)c(OC)c(OC)c1 (configuration not stated)	?	/	14%	-18%	?
3	CCCCC(=O)Nc1nn(C)c2nc3c(C)cccc3cc12	1%	1%	4%	8%	0%
4	Cc1ccc(NC(=O)CSCC(=O)OC(C)C(=O)Nc2ccc(S(N)(=O)=O)cc2)c(C)c1 (configuration not stated)	5%	0%	6%	14%	30%
5	Cc1cnc(C(=O)NCc2ccc(F)cc2)cn1	4%	0%	-3%	-19%	-10%
6	C=CCNc1oc(-c2cccc3ccccc23)nc1C#N	-14%	-13%	3%	23%	17%
7	CC1Oc2ccccc2N(CC(=O)N2CCCCC2)C1=O (configuration not stated)	3%	2%	-21%	-14%	0%
8	Clc1ccccc1-c1nc2ccccc2c2nc3ccccc3n12	/	-3%	18%	-5%	14%
9	O=C(NCC(c1ccco1)N1CCCC1)c1cc(=O)[nH]c2ccccc12 (configuration not stated)	-12%	-6%	6%	-8%	7%
10	Cc1ccc(NC(=O)COC(=O)c2ccc3ncsc3c2)c(C)c1	-5%	11%	28%	-11%	-13%
11	COc1ccc(Cl)cc1NC(=O)CN(C)C(=O)Cn1[nH]c(=O)c2ccccc2c1=O	17%	5%[1.84 µM]	11%	-5%	2%
12	COc1cccc(-c2cc3c(-n4cccc4)ncnc3o2)c1	-4%	-6%	-10%	17%	-12%

no.	MmCpn inh	PTHR1 agonist	pAkt inh	HEK293 tox
1	/	-5%	i	238%[activator]
2	/	-1%	/	-1%
3	2%	i	i	42%[activator]
4	-1%	i	i	4%
5	0%	-5%	i	?
6	-2%	i	i	4%
7	0%	-20%	i	5%
8	-6%	-18%	i	-16%
9	-3%	-27%	i	4%
10	/	i	i	0%
11	-1%	-18%	i	-8%
12	-10%	i	i	18%

# 10 compounds from above, ordered by length of the SMILES, rising.
no.	Structure	FUS yeast rescue	aSyn yeast inh	TDP-43 yeast inh	Abeta rescue	GLP-1R inv ag
5	Cc1cnc(C(=O)NCc2ccc(F)cc2)cn1	4%	0%	-3%	-19%	-10%
7	CC1Oc2ccccc2N(CC(=O)N2CCCCC2)C1=O (configuration not stated)	3%	2%	-21%	-14%	0%
3	CCCCC(=O)Nc1nn(C)c2nc3c(C)cccc3cc12	1%	1%	4%	8%	0%
8	Clc1ccccc1-c1nc2ccccc2c2nc3ccccc3n12	/	-3%	18%	-5%	14%
1	COc1c2c(c(OC)c3c1c(=O)c1ccccc1n3C)OCO2	/	-2%	19%	0%	19%
10	Cc1ccc(NC(=O)COC(=O)c2ccc3ncsc3c2)c(C)c1	-5%	11%	28%	-11%	-13%
9	O=C(NCC(c1ccco1)N1CCCC1)c1cc(=O)[nH]c2ccccc12 (configuration not stated)	-12%	-6%	6%	-8%	7%
11	COc1ccc(Cl)cc1NC(=O)CN(C)C(=O)Cn1[nH]c(=O)c2ccccc2c1=O	17%	5%[1.84 µM]	11%	-5%	2%
2	COC(=O)CNC(c1ccccc1)c1cc(Br)ccc1NC(=O)c1cc(OC)c(OC)c(OC)c1 (configuration not stated)	?	/	14%	-18%	?
4	Cc1ccc(NC(=O)CSCC(=O)OC(C)C(=O)Nc2ccc(S(N)(=O)=O)cc2)c(C)c1 (configuration not stated)	5%	0%	6%	14%	30%

no.	MmCpn inh	PTHR1 agonist	pAkt inh	HEK293 tox
5	0%	-5%	i	?
7	0%	-20%	i	5%
3	2%	i	i	42%[activator]
8	-6%	-18%	i	-16%
1	/	-5%	i	238%[activator]
10	/	i	i	0%
9	-3%	-27%	i	4%
11	-1%	-18%	i	-8%
2	/	-1%	/	-1%
4	-1%	i	i	4%

# Later entries:
no.	Structure	FUS yeast rescue	aSyn yeast inh	TDP-43 yeast inh	Abeta rescue	GLP-1R inv ag
13	Nn1c(-c2ccccn2)nnc1-c1ccccn1	-8%	-7%	-1%	-9%	24%
14	CC(C)CCNC(=O)C1CCN(c2nc3ccccc3o2)CC1	21%	3%	-9%	7%	0%
15	O=C1CN(C(=O)c2cc([N+](=O)[O-])ccc2Cl)C(c2ccccc2)c2cc(F)ccc2N1 (configuration not stated)	/	9%	-1%	20%	6%
16	CC(=O)NC1=NN(c2ccccc2)C(=O)C1	6%	6%	7%	-3%	44%[activator]
17	Cc1ccc(NC(=S)/C(=C(\[O-])c2ccc(F)cc2)[n+]2ccccc2)cc1	19%	6%	4%	-1%	-21%
18	CCOC(=O)CCc1cccc2c1CCC2=O	-15%	5%	-5%	-11%	8%
19	Cc1ccc(C(=O)CSc2nnc(-c3ccccc3N)n2C)cc1C	30%	-3%	-1%	-3%	-9%
20	CCCN(CCC)S(=O)(=O)c1ccc(C(=O)N2CCn3c4c(c5cc(C)ccc53)CCCC42)cc1 (configuration not stated)	27%	/	8%	-7%	4%
21	O=C(COc1cccc(Br)c1)Nc1ccc(N2CCOCC2)cc1N1CCOCC1	18%	?	15%	4%	5%
22	COc1ccc(NC(=O)Nc2cccc(F)c2)c(OC)c1	15%	-7%	-28%[0.397 µM]	11%	?
23	O=C(Nc1nc2cc3c(cc2s1)OCCO3)c1ccc(N2C(=O)CCC2=O)cc1	-8%	1%	8%	9%	6%
24	COc1ccc(-c2c(C#N)c(N)nc3c2CCCCCC3)cc1OC	-7%	-1%	-17%	6%	2%

no.	MmCpn inh	PTHR1 agonist	pAkt inh	HEK293 tox
13	-1%	i	i	13%
14	1%	i	/	9%
15	-1%	-61%[inhibitor]	i	-2%
16	-2%	i	i	-9%
17	-8%	i	i	-4%
18	1%	i	/	-2%
19	-2%	-15%[57.5 µM]	i	2%
20	/	-1%	/	12%
21	3%	-15%	i	4%
22	1%	-73%[inhibitor]	i	-3%
23	-22%	26%	i	0%
24	0%	i	i	-25%

# New compounds follow
no.	Structure	FUS yeast rescue	aSyn yeast inh	TDP-43 yeast inh	Abeta rescue	GLP-1R inv ag
25	CC(=O)Nc1ccc(C(=O)N(C)C(C(=O)Nc2ccccc2)c2ccccn2)cc1 (configuration not stated)	8%	5%	-1%	11%	2%
26	O=C(O)c1ccc(-c2nc(-c3ccc(Cl)cc3Cl)cs2)cc1	18%	8%	-15%[0.397 µM]	-14%	66%[activator]
27	COc1ccc(C(=O)Nc2ccc(NC(=O)c3cccs3)c(OC)c2)cc1Cl	36%	1%	2%	16%	3%[7.66 µM]
28	Cc1cccc(NC(=O)/C(C#N)=C\c2cn(CC(=O)O)c3ccccc23)c1	-10%	-1%	-19%	5%	8%
29	CCOC(=O)C(C(=O)Nc1ccc(C)cc1)C1CCCCC1 (configuration not stated)	-18%	5%	23%	18%	?
30	N#Cc1ccccc1COC(=O)CCCC1=NS(=O)(=O)c2ccccc2N1	0%	0%	7%	8%	-11%
31	CCn1ccnc1CNC(=O)C1CCC(=O)N(Cc2cccc(C(F)(F)F)c2)C1 (configuration not stated)	19%	4%	8%	7%	15%
32	CCOc1cc2[nH]c(=O)n(Cc3ccc(C(=O)NCCCN4CCC(C)CC4)cc3)c(=O)c2cc1OCC	9%	-4%	22%	1%	?
33	O=C(NNS(=O)(=O)c1ccc(Br)cc1)c1sccc1-n1cccc1	8%	9%	0%	4%	33%[activator]
34	CCOC(=O)c1c(NC(=O)C2CC(Cl)=CCC2C(=O)O)sc2c1CCCCC2 (configuration not stated)	20%	6%	-7%	-4%	?
35	COc1ccc(CCN(C)C(=O)C2CCCN(C3CCN(Cc4ccccc4)CC3)C2)cc1OC (configuration not stated)	-15%	-7%	6%	/	-13%
36	CCS(=O)(=O)C(=C(Nc1ccc(OC)cc1)Nc1ccc(OC)cc1)S(=O)(=O)CC	19%	-2%	-1%	3%	22%
37	O=S(=O)(c1ccc(Cl)cc1)N1CCN(C(=S)Nc2ccccc2F)CC1	11%	-2%	-17%	19%	?
38	Cc1nnc(SC(C)C(=O)Nc2ccc(N3CCOCC3)cc2)n1Cc1ccccc1 (configuration not stated)	8%	-3%	8%	-3%	9%
39	COc1cccc(C(C(=O)NC2CCCC2)N(CCC(C)C)C(=O)CCC(=O)Nc2cc(C)on2)c1 (configuration not stated)	5%	0%	-10%	5%	?

no.	MmCpn inh	PTHR1 agonist	pAkt inh	HEK293 tox
25	1%	i	i	-5%
26	0%	i	i	6%
27	-1%	-5%	i	-2%[7.66 µM]
28	-1%	i	i	-10%
29	0%	i	i	11%
30	1%	-30%	i	-6%
31	1%	i	i	-5%
32	-3%	1%	i	?
33	2%	?	i	11%
34	-6%	i	i	-22%
35	-2%	i	i	6%
36	2%	i	i	-6%
37	2%	0%	i	-4%
38	0%	-15%	i	-1%
39	0%	i	i	-12%

# Some of the compounds tested, so the mix of outcomes need not match the whole.
